Screens from PubChem.
PKA-R2B activ – activators of human PKA-R2B complex | P22694+P31323 | PKA-R2B holoenzyme dissociation, Cy5-IP20 fluorescence polarization; R2B truncated from residue 108, S112A mutant; 0% DMSO only, 100% 113 µM cGMP | activation, % at 11.4 µM | hit rate 0.079% among 340,000 | AID 504700;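 active = activation above a cutoff set at the mean over all compounds plus 3 SD, cut at about 18% in these data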;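 note: higher means more holoenzyme dissociation and a rise in polarization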
Arr AP2 block – inhibitors of human beta-arrestin and AP2 interaction; FITC-arrestin peptide / GST-AP2 beads, flow cytometry; AP2 beta2 appendage carries R879A mutation; inhibition, % at 10 µM; hit rate 0.31% among 340,000; AID 504490;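 active = inhibition above a set limit, near 3 SD of compounds lacking own fluorescence, cut at about 54% in these data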;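 note: plate controls were DMSO wells for no effect and 5 µM unlabelled arrestin peptide for full effect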
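System: GST-AP2 R879A glutathione beads | Also added: FITC-arrestin peptide, 50 nM | Times: 12 min plus 1 h, RT | Signal: Bead flow cytometry, FITC channel | Buffer or medium: PBS with 0.05% Tween 20 and 0.1% BSA | Read-out basis: Percent drop in bead-associated FITC signal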
SR-BI HDL uptake – inhibitors of mouse SR-BI mediated HDL lipid uptake | hit rate 0.96% among 320,000 | inhibition, % at 12.5 µM | ldlA[mSR-BI] CHO cells, DiI-HDL uptake fluorescence, 3 h | Q61009;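 active = mean replicate inhibition of at least 70% and a set share of replicates each scoring 70 or more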;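 note: 0% = median of neutral control wells and 100% = median of positive control wells; values of inactives mirror those of a sister screen read the other way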
LANA DNA inh – KSHV C-LANA DNA binding inhibition; hit rate 0.078% among 340,000; MBP-C-LANA/FAM-LBS DNA binding, fluorescence polarization; inhibition, % at 9 µM;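 active = highest replicate inhibition at or above 60% at 9 µM, even if other replicates fall short; inactive = all replicates below 60% inhibition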;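 note: 0% = neutral control wells and 100% = 4 µM acridine orange control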
Cardiac RTF inh – cardiac RTF calcium desensitization; IANBD-labeled cardiac RTF, Ca2+ fluorescence; inhibition, % at 7.15 µM; hit rate 0.12% among 340,000;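 active = inhibition above the mean inhibition of all tested compounds plus 3 SD, cut at about 17% in these data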;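 note: assay run at fixed EC70 calcium of 1.6 mM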
NSD2 HMT inh – NSD2 (human) methyltransferase inhibition | O96028 | NSD2 peptide methylation, AlphaScreen, 120 min | hit rate 0.54% among 310,000 | AID 743445 | inhibition, % at 12.5 µM; in the data active = inhibition above about 50%
Target sequence (O96028 whole entry, looked up): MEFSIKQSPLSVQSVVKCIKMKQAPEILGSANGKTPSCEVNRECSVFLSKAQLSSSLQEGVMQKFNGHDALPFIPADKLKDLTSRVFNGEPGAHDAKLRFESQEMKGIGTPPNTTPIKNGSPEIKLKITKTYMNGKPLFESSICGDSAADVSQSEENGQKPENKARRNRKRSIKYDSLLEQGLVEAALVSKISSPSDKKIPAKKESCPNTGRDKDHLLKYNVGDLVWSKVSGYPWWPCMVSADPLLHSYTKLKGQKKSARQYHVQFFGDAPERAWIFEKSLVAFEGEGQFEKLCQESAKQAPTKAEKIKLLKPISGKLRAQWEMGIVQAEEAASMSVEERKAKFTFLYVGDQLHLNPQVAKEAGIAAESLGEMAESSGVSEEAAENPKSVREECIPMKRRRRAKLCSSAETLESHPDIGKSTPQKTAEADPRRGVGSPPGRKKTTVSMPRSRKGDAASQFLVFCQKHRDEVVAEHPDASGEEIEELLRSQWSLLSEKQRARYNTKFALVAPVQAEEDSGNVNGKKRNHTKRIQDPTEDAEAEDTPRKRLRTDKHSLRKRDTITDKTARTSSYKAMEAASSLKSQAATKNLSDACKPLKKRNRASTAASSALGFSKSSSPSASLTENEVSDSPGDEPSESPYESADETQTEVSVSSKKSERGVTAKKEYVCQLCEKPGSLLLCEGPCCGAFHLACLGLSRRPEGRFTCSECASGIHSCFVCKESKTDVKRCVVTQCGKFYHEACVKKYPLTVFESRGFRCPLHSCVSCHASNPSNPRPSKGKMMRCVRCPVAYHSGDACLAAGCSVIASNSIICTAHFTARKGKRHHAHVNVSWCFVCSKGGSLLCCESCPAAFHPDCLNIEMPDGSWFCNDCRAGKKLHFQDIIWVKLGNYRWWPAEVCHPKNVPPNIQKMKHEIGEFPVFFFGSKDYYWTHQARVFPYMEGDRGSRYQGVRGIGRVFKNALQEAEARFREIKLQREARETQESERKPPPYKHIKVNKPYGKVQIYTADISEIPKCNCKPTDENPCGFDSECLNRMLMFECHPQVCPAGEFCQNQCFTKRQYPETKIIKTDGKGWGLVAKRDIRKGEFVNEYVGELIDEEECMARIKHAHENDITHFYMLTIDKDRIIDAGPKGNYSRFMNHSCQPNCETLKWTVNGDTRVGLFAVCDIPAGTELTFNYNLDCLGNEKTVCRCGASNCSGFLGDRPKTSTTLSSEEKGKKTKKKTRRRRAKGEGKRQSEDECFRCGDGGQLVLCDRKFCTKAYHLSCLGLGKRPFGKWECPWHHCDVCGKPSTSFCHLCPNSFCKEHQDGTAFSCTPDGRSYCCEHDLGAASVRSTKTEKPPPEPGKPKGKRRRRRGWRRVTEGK
PvdQ acylase – P. aeruginosa PvdQ acylase inhibition. purified PvdQ acylase, fluorescence plate reader. inhibition, % at 10 µM. AID 488965. hit rate 0.063% among 340,000; in the data active = inhibition above about 30%, passing the limit was not always enough;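 note: 0% = vehicle neutral wells and 100% = reference inhibitor wells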
SR-BI uptake up – activators of SR-BI mediated HDL lipid uptake; CHO ldlA[mSR-BI] cells, DiI-HDL uptake fluorescence, 3 h; 100 = double the neutral-control signal; AID 504775; hit rate 0.096% among 320,000; activation, % at 12.5 µM;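 active = mean replicate activation of at least 60% and every replicate at or above 60%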;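 note: 0% = median plate neutral-control signal and 100% = twice that signal; values of inactives mirror those of a sister screen read the other way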
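Assay system: CHO ldlA[mSR-BI] cells, LDL receptor-null, SR-BI overexpressing; medium: Ham's F12 with 0.5% BSA, HEPES 25 mM, pH 7.4; also added: DiI-HDL 10 µg/mL; timing: 3 h uptake period with compound, 37 °C; signal: DiI fluorescence, bottom read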
Keap1-Nrf2 PPI – disrupts human Keap1 binding to Nrf2 peptide | Q14145 | Keap1 Kelch-Nrf2 peptide fluorescence polarization, 1536-well | inhibition, % at 9.4 µM | hit rate 0.15% among 340,000 | AID 504523; in the data active = inhibition above about 12%;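 note: human Keap1 Kelch domain with fluorescein labeled Nrf2 9mer peptide probe; 0% = neutral control wells and 100% = peptide positive control; higher means more block of Keap1 binding to Nrf2 peptide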
DAGLB inh – blocks human DAGLB lipase activity | HEK293T DAGLB membrane lysate, EnzChek fluorogenic substrate | inhibition, % at 5.17 µM | hit rate 0.059% among 340,000 | AID 504411; in the data active = inhibition above about 34%;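 note: 0% = enzyme with vehicle and 100% = wells lacking enzyme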
* hit, by the source's call; nt = not tested or not shown.

Order of values – Keap1-Nrf2 PPI	NSD2 HMT inh	Arr AP2 block	PvdQ acylase	Cardiac RTF inh	LANA DNA inh	PKA-R2B activ	DAGLB inh	SR-BI HDL uptake	SR-BI uptake up
COc1ccc(C(=O)NNC(=O)c2cccc3ccccc23)cc1
    -2	-5	27	11	-3	1.2	-5	-1	2	-2
O=C(NC1CCC(O)CC1)c1ccc(Br)o1 (centres undefined)
    -8	-1	-7	-25	3	0.7	-3	1	2	-2
COc1ccc(C(=O)NC(=S)N(C)Cc2ccccc2)cc1Br
    1	-1	-21	-13	-6	-0.4	2	-2	7	-7
O=C(COc1ccc(Cl)cc1Br)NNC(=O)C(=O)N1CCCCC1
    2	3	8	-23	-5	6.5	-4	1	-36	36
N#CCCN(NC1=NS(=O)(=O)c2ccccc21)C(=O)c1ccccc1Br
    0	-1	-3	-11	-3	-1.0	6	2	-10	10
CC1C2CC(CC1(C)C)N(C(=O)Nc1ccc3nccnc3c1)C2 (centres undefined)
    -1	7	18	-10	-2	0.0	0	0	44	-44
CC(C)C(NC(=S)NCc1ccccc1)C(=O)O (centres undefined)
    5	-1	1	-3	5	-2.5	-3	-3	-27	27
Cc1[nH]c2ccc(F)cc2c1CCNC(=O)C1CCCCC1C(=O)OCC(F)(F)F (centres undefined)
    -1	0	-8	-4	3	1.9	-3	-2	-10	10
CCN(CC)CCCC(C)Nc1nccc2cccc(Cl)c12 (centres undefined)
    -8	-6	7	-14	0	-4.3	2	1	-7	7
COc1cc2ccccc2cc1C(=O)Nc1ccccc1Cl
    4	-4	7	-4	-4	-0.3	6	-15	50	-50
Cc1ccc2nc(SCC(=O)NC3CCCC3)nc(=O)n2c1
    -3	0	-7	-8	-2	0.1	-16	-1	-11	11
Cc1noc(C)c1COC(=O)c1cc2c(C)nn(-c3ccc(F)cc3)c2s1
    -2	-7	24	-3	1	-0.6	-1	0	30	-30
CCc1cc(-c2[nH]ncc2-c2ccc(OC)cc2)c(O)cc1O
    -2	2	49	19	2	-0.2	-13	0	40	-40
O=C(COc1cccc2ccccc12)NNC(=O)CSCCO
    -3	0	6	-11	-4	-1.6	-3	-1	-44	44
Cc1ccc(C(=O)COC(=O)CNC(=O)c2ccc(N3C(=O)c4ccccc4C3=O)cc2)cc1C
    2	6	32	4	4	0.7	3	-4	-6	6
Cc1cc(C)c2c(n1)SCC(=O)N2CC(=O)Nc1c(C)cccc1C
    4	nt	-7	-13	-4	-1.4	-4	4	-4	4
CS(=O)(=O)c1ccc2nc(NC(=O)CN3CCC(Cc4ccccc4)CC3)sc2c1
    -4	1	5	-6	-2	0.3	8	-1	9	-9
Brc1ccc(-c2ccc(CNCc3ccccn3)o2)cc1
    -2	29	8	-2	-16	-0.5	-6	-2	-17	17
N#Cc1ccc(N2Cc3ccccc3/C2=N/C(=O)Nc2ccc(Cl)cc2)cc1
    -2	-1	4	-1	-14	-0.6	1	-1	39	-39
CCCc1cc(C(=O)Nc2ccc(C(=O)c3ccccc3)cc2)n(C)n1
    -8	0	-10	-11	0	-0.5	2	0	44	-44
COC(=O)C(C(=O)Nc1ccccc1C)C1CCCC1 (centres undefined)
    -1	1	-3	-4	-10	0.3	7	-2	-8	8
COc1ccc(C2=NOC(C(=O)NCc3ccco3)C2)cc1OC (centres undefined)
    -4	2	1	-8	-7	1.2	7	-2	1	-1
COc1ccccc1N/N=C1\COC(C)(C)CC1=O
    -5	2	26	9	-9	0.6	-10	-1	nt	nt
COc1cccc(C(=O)Nc2cc3c(cc2Br)OCCCO3)c1
    -3	-4	14	5	-1	5.9	4	-8	84*	-84
Cc1ccccc1NC1=C(Cl)C(=O)OC1OC(C)C (centres undefined)
    -1	-3	-9	-11	-4	-3.8	8	1	-12	12
O=C(CSc1nc2ccccc2n1CCc1ccccc1)NC1CC1
    -5	-1	1	-10	-12	0.9	-6	-1	16	-16
Cc1cc(C)c(OCCCON2C(=O)CCC2=O)c(Br)c1
    nt	-6	-27	-5	-15	nt	-2	-4	7	-7
COc1ccc(OCc2cc(C(=O)NCc3nc(C)cs3)no2)c(Cl)c1
    -4	-4	6	-12	7	0.2	5	0	9	-9
Cc1ccc(C(C)(C)NC(=O)C2CCC(=O)N(CC3CCCCC3)C2)cc1 (centres undefined)
    -3	-1	21	-8	-7	0.4	11	1	36	-36
CCC(C)(C(=O)NC1CCCC1)N(Cc1cccs1)C(=O)c1ccc2c(c1)OCO2 (centres undefined)
    -4	-2	-2	-7	-5	-0.3	3	-2	15	-15

Record cards (already shown):
Results for `COc1cccc(C(=O)Nc2cc3c(cc2Br)OCCCO3)c1` : Keap1-Nrf2 PPI: -3; NSD2 HMT inh: -4; Arr AP2 block: 14; PvdQ acylase: 5; Cardiac RTF inh: -1; LANA DNA inh: 5.9; PKA-R2B activ: 4; DAGLB inh: -8; SR-BI HDL uptake: 84*; SR-BI uptake up: -84
Results for `Brc1ccc(-c2ccc(CNCc3ccccn3)o2)cc1` : Keap1-Nrf2 PPI: -2; NSD2 HMT inh: 29; Arr AP2 block: 8; PvdQ acylase: -2; Cardiac RTF inh: -16; LANA DNA inh: -0.5; PKA-R2B activ: -6; DAGLB inh: -2; SR-BI HDL uptake: -17; SR-BI uptake up: 17

(more compounds)
Order of values – Keap1-Nrf2 PPI	NSD2 HMT inh	Arr AP2 block	PvdQ acylase	Cardiac RTF inh	LANA DNA inh	PKA-R2B activ	DAGLB inh	SR-BI HDL uptake	SR-BI uptake up
COc1ccc(NC(=O)Nc2c[nH]c(=O)[nH]c2=O)cc1
    -2	-7	-13	-13	-2	-2.6	3	-2	-12	12
CCOC(=O)Nc1ccc2c(c1)N(C(=O)OC)c1ccccc1CC2
    2	-2	-14	-11	-1	-0.5	-6	2	-17	17
Cc1nn(-c2ccc(Cl)c(Cl)c2Cl)c(=O)c2ccccc12
    8	nt	-5	-5	-9	-1.9	8	-6	53	-53
O=C(CSc1ccccn1)Nc1cccc2ccccc12
    2	1	-16	-13	-3	1.3	-12	2	-3	3
C=CCSc1nnc(-c2cc3c(-c4ccccc4)nn(C)c3s2)n1C
    2	-1	0	-6	-5	-1.1	1	-1	27	-27
c1cncc(-c2nc3ccccc3o2)c1
    2	0	-4	12	-14	-0.3	7	1	-26	26
COc1cccc(-c2nn(-c3ccccc3)cc2CN(C)Cc2ccno2)c1
    -3	-4	17	13	11	-0.1	-8	-6	50	-50
CCC(C)Sc1ccc([C@H]2N[C@@](Cc3ccccc3)(C(=O)OC)[C@H]3C(=O)N(C)C(=O)[C@@H]23)cc1 (some centres undefined)
    -7	nt	4	-9	-9	-0.5	-13	-5	23	-23
CCN1CCN(CCNC(=O)c2ccc3c(c2)N(Cc2ccc(F)cc2)C(=O)/C(=C/c2ccccc2)S3)CC1
    -4	-1	5	-7	-3	-1.2	-8	-2	nt	nt
COc1ccccc1NS(=O)(=O)c1ccc(C(=O)NCCCN2CCCC2=O)cc1
    1	0	-5	-20	-3	-0.7	-6	2	-5	5
COCC1CCCN(C(=O)c2ccc(OC3CCN(Cc4ccccn4)CC3)cc2)C1 (centres undefined)
    0	-1	-21	-5	10	-0.8	1	2	-1	1
C/C(=N\Nc1nc(-c2ccccn2)nc2ccccc12)c1ccc(F)cc1
    2	nt	37	-4	1	0.8	-13	-4	-8	8
CC(=O)Nc1sc(C)c(C)c1C(=O)OCC(=O)N(CC(C)C)C1CCS(=O)(=O)C1 (centres undefined)
    -7	0	37	6	-9	-1.1	4	3	49	-49
CCOc1ccccc1C=C1SC(=S)N(CC)C1=O
    -5	-6	-8	-21	-1	-2.6	-11	-3	3	-3
CCCC#Cc1ccc2c(c1)COc1c3ccccc3nn1-2
    -4	nt	-1	-1	-9	0.9	-18	-6	16	-16
Cc1ccc(N2C(=O)N3[C@H](c4cccc(C)c4)[C@@H]4C(=O)N(Cc5ccccc5)C(=O)[C@@H]4[C@]3(C)C2=O)cc1
    3	nt	-5	0	-6	1.1	-17	-1	-54	54
Cn1c(=O)c2c(nc(SCC(=O)O)n2Cc2cc3c(cc2Cl)OCO3)n(C)c1=O
    -2	1	-10	4	-2	0.2	2	-1	-26	26
CCCCC(=O)Nc1cc(C)c(NC(=O)c2ccco2)cn1
    -4	-2	53	1	-1	0.3	7	-3	-19	19
O=C(Cc1cccs1)NCCc1ccc(Cl)cc1
    3	4	39	-7	-12	0.9	7	-2	-25	25
O=C(NC(=S)Nc1ccc(C(F)(F)F)cc1)c1csnn1
    -3	0	-4	-11	9	1.4	-3	-4	-9	9
O=C(CN(CC1CCCO1)C(=O)CCC(=O)Nc1nccs1)NCc1ccccc1 (centres undefined)
    -2	-5	0	14	-8	0.5	-9	-1	-51	51
CC(=O)Nc1ccc(C)cc1
    3	nt	10	-7	5	-1.7	-12	-2	4	-4
CC(=O)CSc1nnc(-c2ccncc2)n1C
    3	0	-11	-14	-2	-2.0	5	0	-32	32
CCn1c(=O)n(CC)c2cc(N3CCCC3)c(NC(=O)c3ccccc3Br)cc21
    -1	16	26	5	-2	-1.1	-3	-1	-8	8
O=C1CCC(C(=O)Nc2cccc(S(=O)(=O)N3CCOCC3)c2)N1 (centres undefined)
    -2	-3	24	-15	-2	0.5	6	0	-5	5
CC(C)OP(=O)(c1ccc(N(C)C)cc1)C(O)c1c(Cl)cccc1Cl (centres undefined)
    3	2	23	-6	-6	0.1	3	-1	-16	16
O=C(NCc1ccc(Cl)cc1)c1cccc(NC2=NC3CS(=O)(=O)CC3S2)c1 (centres undefined)
    6	nt	-6	-14	0	-0.7	-3	2	-16	16
CC(C)c1ccc(NC(=O)c2ccccc2NC(=O)C2CCCCC2C(=O)O)cc1 (centres undefined)
    -1	-3	54*	3	-8	2.9	0	4	1	-1
CCN(CC)S(=O)(=O)c1cc(C(=O)O)c(Cl)cc1Cl
    -3	2	-3	-18	-7	-2.8	-5	2	-23	nt
Clc1ccc(Cc2ccccn2)cc1
    -4	-1	-7	-7	-27	0.6	-9	2	-2	2
CNC(=O)Nc1ccccc1C(=O)Nc1ccccc1
    3	-3	13	-2	-6	-2.6	-8	-5	9	-9
CN(c1ccc(C(=O)NCc2ccc3c(c2)OCO3)cc1)S(C)(=O)=O
    2	2	16	-8	-7	0.3	-2	1	-3	3
CCCCn1nnnc1SCC(=O)Nc1ccc(N(C)C)cc1
    8	3	9	11	-5	-0.3	-3	-2	-12	12
Oc1ccccc1C1CC(c2cccs2)=NC(c2ccc(Cl)cc2)N1 (centres undefined)
    -7	-8	1	-8	-16	-0.3	-8	1	69	-69
CSc1ccccc1NC(=O)COc1ccccc1C
    -7	-4	-20	-23	-6	-0.5	-10	-14	13	-13
COc1cc(/C=C/C(=O)OCC(=O)NCCC2=CCCCC2)ccc1O
    -3	0	7	11	1	1.4	-8	3	-7	7
CN1C(=O)C(CC(=O)Nc2ccc(F)cc2)N(Cc2cccs2)C1=S (centres undefined)
    -2	0	-5	-16	2	-0.6	0	-4	0	0
